# Bioassay records deposited in PubChem BioAssay by National Center for Advancing Translational Sciences (NCATS).
# SW480 rerep: induces DNA re-replication in SW480 colon adenocarcinoma cells | SW480 DNA re-replication, Hoechst DNA content imaging, 48 h | Potency, µM (series often up to 46.1 µM), for the others: at the highest dose re-replication activation, actives largely listed as activators | actives 1.8% (n = 340,000) | AID 624297; further: % of control where 0% means no effect; nearly all actives have a fitted effect of over 55% in size
#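 Hoechst fluorescence of nuclei (405 nm excitation, 500-530 nm emission) measured by plate-scanning imager after 48 hr compound exposure at 37 C; re-replication scored as increased number of nuclei with elevated intensity.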
# GLP1R cytotox: cytotoxicity in counter-screen for GLP-1R inverse agonists | HEK293 cAMP-luciferase reporter cells, luminescence, 24 h | Potency, µM (top dose mostly 38.3 µM), for the others: top-dose activity change, negative = inhibition, hits mostly inhibitors | actives 0.13% (n = 410,000);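 further: loss of luciferase light is scored as toxicity; on the % scale 0 is the no-effect control and ±100 the full control effect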
#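 Compound-treated cells are incubated 24 hr at 37 deg C under 5% CO2 after a 12 hour attachment period, then luciferase detection reagent is added and luminescence is measured following 12 min at room temperature; lowered signal indicates toxicity.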
# GLP-1R inv ag: GLP-1 receptor (human) inverse agonism | P43220 | HEK293 GLP-1R CRE-luciferase, luminescence, 24 h; GLP-1R form is constitutively active | Potency, µM (top dose mostly 38.3 µM), for the others: top-dose activity change, negative = inhibition, actives largely listed as inhibitors | actives 1.6% (n = 410,000); further: on the % scale 0 is the no-effect control and ±100 the full control effect; nearly all actives have a fitted effect of over 55% in size
# Target sequence (P43220 whole entry, looked up): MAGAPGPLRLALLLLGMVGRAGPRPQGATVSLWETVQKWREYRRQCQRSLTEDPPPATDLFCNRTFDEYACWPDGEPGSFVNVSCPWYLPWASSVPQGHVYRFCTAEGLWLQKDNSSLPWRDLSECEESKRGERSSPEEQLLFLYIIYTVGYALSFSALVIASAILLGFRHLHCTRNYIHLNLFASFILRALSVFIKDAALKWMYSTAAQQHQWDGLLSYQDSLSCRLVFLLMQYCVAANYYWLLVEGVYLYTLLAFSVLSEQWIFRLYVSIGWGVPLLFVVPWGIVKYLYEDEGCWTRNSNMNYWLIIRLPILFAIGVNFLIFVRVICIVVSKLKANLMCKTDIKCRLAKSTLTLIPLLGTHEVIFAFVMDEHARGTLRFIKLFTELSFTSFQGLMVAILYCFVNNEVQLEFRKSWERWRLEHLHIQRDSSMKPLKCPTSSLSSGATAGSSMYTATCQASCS
#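 Cells are plated, allowed 12 hours at 37 deg C, then treated with compounds for 24 hr before luciferase detection reagent is added and luminescence is read after 12 min at room temperature. The HEK293 line carries constitutively active GLP-1R with a cAMP-responsive reporter.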
# KB-V1 cytotox: kills drug-selected multidrug resistant KB-V1 cells; KB-V1 MDR cells viability, CellTiter-Glo, 72 h; Potency, µM (series often up to 46.1 µM), without a hit: at the highest dose activity change, negative = cytotoxicity, hits mostly cytotoxic; actives 3.4% (n = 400,000); AID 1347076; further: on the % scale 0 is the no-effect control and ±100 the full control effect; nearly all actives have a fitted effect of over 60% in size
#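 Cells of the MDR subline KB-V1 are plated, dosed with compound at multiple concentrations, and incubated 72 h at 37 degrees C; CellTiter-Glo is then added and luminescence read after 10 min.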
# HT1080 IDH1KD tx: kills HT-1080 cells with IDH1 knockdown; HT-1080 IDH1 knockdown viability, ATP luminescence, 48 h; actives 2% (n = 360,000); Potency, µM (doses to about 46.1 µM), for the others: at the top dose activity, negative = toxicity, actives largely listed as cytotoxic;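 further: 0% = DMSO wells and -100% = cell-free medium wells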
#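 IDH1KD HT-1080 cells, 750/well, RPMI + 5% FBS; compound pinned after 2 h settling; 48 h, 37 °C; CellTiter-Glo luminescence; % activity normalised to DMSO and no-cell wells; curves fitted, classed by r2 and efficacy.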
# HT1080NT lethal: kills 2HG-producing HT-1080-NT fibrosarcoma cells; actives 1.6% (n = 360,000); HT-1080-NT fibrosarcoma viability, CellTiter-Glo ATP luminescence, 48 h; Potency, µM (titrated, usually from 46.1 µM), for the others: at the highest dose activity, negative = less viability, hits mostly cytotoxic;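 further: NT is the 2HG producing partner of a matched IDH1 knockdown line; 0% = DMSO-treated cells and -100% = media-only wells without cells; nearly all actives have a fitted effect of over 55% in size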
#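 Luminescent CellTiter-Glo readout after 48 hours of compound exposure at 37 degrees C defined viability of HT-1080-NT cells. Activity was normalized to DMSO wells and cell-free media wells; concentration-response curves were fitted and assigned curve classes.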
# TDP-43 yeast inh: inhibitors of TDP-43 toxicity in yeast. Potency, µM (series often up to 46.1 µM), for the others: at the top dose growth rescue (activation), usual class: activators. actives 1.8% (n = 410,000). TDP-43 expressing yeast growth rescue, BacTiter-Glo, 24 h; further: % of control where 0% means no effect; nearly all actives have a fitted effect of over 50% in size
#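 Growth rescue of TDP-43-toxic yeast measured as ATP luminescence (BacTiter-Glo). Cells grown to mid-log in raffinose, induced in galactose at OD600=0.02, exposed to compound 24 hr at 30 deg C.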
# GLP-1R agonist: GLP-1 receptor (human) agonism. Potency, µM (top dose mostly 45.6 µM), inactives show at the highest dose activation, most hits filed as activators. P43220. actives 0.007% (n = 380,000). AID 624172. HEK293 GLP-1R CRE-luciferase, luminescence, 4-6 h; cells express a hypersensitive GLP-1R form; further: % of control where 0% means no effect
# KB-3-1 tox: KB-3-1 parental cell cytotoxicity. KB-3-1 viability, CellTiter-Glo ATP luminescence, 72 h. Potency, µM (highest dose often 46.1 µM), without a hit: at the highest dose activity change, negative = cytotoxic, hits mostly cytotoxic. actives 1.4% (n = 400,000). AID 1347075; further: on the % scale 0 is the no-effect control and ±100 the full control effect; nearly all actives have a fitted effect of over 60% in size
#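 Cytotoxicity in the drug-sensitive parental line KB-3-1 was scored as loss of CellTiter-Glo luminescence following 72 h incubation with compound. Values come from curve fitting of normalized concentration-response data.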
# The depositor's hits bear a star; ? = inconclusive; . = no result given; & = joins results of further samples; ! = a repeat was not active; [ ] = dose if it differs, or a comment. The call rests on the fitted dose curve; in most records, active means well fitted curve in the direction sought with a large enough effect; inconclusive means small, poorly fitted or top-dose-only effect, or another doubt; inactive means no such curve, though single readings can be large; an effect the other way counts as inactive or inconclusive. Potency means the concentration at half of the fitted maximal effect.
# Each structure is followed by: HT1080 IDH1KD tx, SW480 rerep, GLP1R cytotox, KB-3-1 tox, GLP-1R inv ag, KB-V1 cytotox, TDP-43 yeast inh, GLP-1R agonist, HT1080NT lethal
- COc1ccc(CN2CCC[C@]3(N[C@H](c4ccc(C)cc4)[C@@H]4C(=O)N(C)C(=O)[C@@H]43)C2=O)cc1
    -10%, ., -1%, 0%, 12%, -6%, -4%, 20%, -10%
- CN(Cc1cn(C)nc1-c1ccccc1F)CC1CCCCO1 (configuration not stated)
    9%, -6%, -2%, -1%, 4%, -3%, -5%, -1%, 3%
- Clc1nc(Cl)nc(-c2cn(-c3ccccc3)c3ccccc23)n1
    3%, 6%, -18%, 0%, -13%, 8%, 4%, -1%, -2%
- CC1CCCCC1NC(=O)COC(=O)Cc1ccc(Br)cc1 (configuration not stated)
    1%, 4%, 6%, 11%, 4%, 3%, 19%, 8%, 7%
- Cc1ccc(C2=NN(CC(=O)NCCc3ccccc3)C(=O)CC2)cc1
    ., ., 5%, -1%, 7%, 0%, 2%, ., .
- Cc1onc(-c2c(Cl)cccc2Cl)c1NC(=O)N(C)N
    -9%, 24%, -34%, 1%, -24%, 7%, 10%, -2%, 0%
- O=C(CSc1nnc(-c2ccccc2)c(-c2ccccc2)n1)NC1CCCCC1
    ., ., 1%, -1%, 9%, 4%, 5%, ., .
- COc1ccc(N=Cc2c(C)[nH][nH]c2=O)cc1
    ?, 10%, -3%, 1%, ?, -6%, 7%, 3%, ?
- C[C@@H]1COC(=O)[C@H](Cc2ccc(F)cc2)C/C=C\C[C@@H](CC(=O)N[C@H](CO)Cc2ccccc2)C(=O)N1
    8%, 0%, 5%, 13%, 4%, -7%, -5%, -2%, 12%
- C/C(=N/NS(=O)(=O)c1ccc(C)cc1C)c1ccc2c(c1)OCO2
    5%, -3%, 7%, -2%, 3%, -4%, 2%, 0%, 19%
- Cc1[nH]nc2c1C(c1ccc(F)cc1)C1=C(CC(C)(C)CC1=O)N2 (configuration not stated)
    -12%, -2%, -4%, 17%, 6%, -7%, 3%, 16%, -3%
- CCOc1cccc(C2C(C(=O)c3ccco3)=C(O)C(=O)N2Cc2ccncc2)c1 (configuration not stated)
    3%, -1%, 5%, -2%, 17%, 0%, 12%, 1%, 25%
- Cc1cc(C)c(C)c(S(=O)(=O)N2CCC(C(=O)NNC(=O)c3ccccc3O)CC2)c1C
    ?, ?, ?, ?, ?, ?, 11%, -1%, -21%
- COc1ccc(F)cc1-c1cc(NC(C)=O)c2ncc(-c3cccc(C(F)(F)F)c3)n2c1
    ?, ., -22%, -21%, ?, -11%, 22µM*, -6%, ?
- C/C(N)=C(/C#N)C(=O)COC(=O)c1cc(-c2ccc(Br)cc2)nc2ccccc12
    ?, ?, -12%&-14%, ?, -16%&11%, 21µM*!, 5%&12%, 7%&-1%, ?
- Cc1cccc(NC(=O)CSc2nnc(CNC(=O)c3ccc(S(=O)(=O)N(C)C)cc3)n2-c2ccccc2)c1
    -5%, -5%, 1%[1.53 µM], ?, 11%, 5%, 11%, -6%, 1%
- O=C(Nn1cnc2ccccc2c1=O)c1ccc(Br)cc1
    12%, -1%, 8%, 1%, 32%[activator], 17%, 7%, 2%, 16%
- COc1ccccc1-n1cnc2cc(C(=O)NCc3ccco3)ccc21
    24%, -7%, -12%, 18%, 32%[activator], -5%, 6%, 2%, 27%
- COc1ccccc1CCC(=O)OCC(=O)c1c(N)n(CC(C)C)c(=O)n(C)c1=O
    -9%, ?, 9%, 6%, ?, -4%, 17%, -3%, 1%
- COc1ccccc1NC(=O)/C(=C\c1cccs1)NC(=O)c1ccco1
    -1%, -2%, -33%, 18%, -12%, 0%, 3%, -2%, 8%

# Arranged by the number under GLP-1R inv ag (highest first): some entries from above
smiles	GLP-1R inv ag
CCOc1cccc(C2C(C(=O)c3ccco3)=C(O)C(=O)N2Cc2ccncc2)c1 (configuration not stated)	17%
Cc1cccc(NC(=O)CSc2nnc(CNC(=O)c3ccc(S(=O)(=O)N(C)C)cc3)n2-c2ccccc2)c1	11%
O=C(CSc1nnc(-c2ccccc2)c(-c2ccccc2)n1)NC1CCCCC1	9%

# Carrying on:
# Each structure is followed by: HT1080 IDH1KD tx, SW480 rerep, GLP1R cytotox, KB-3-1 tox, GLP-1R inv ag, KB-V1 cytotox, TDP-43 yeast inh, GLP-1R agonist, HT1080NT lethal
- CCc1cccc(C)c1NC(=O)c1cc(C)nc2c1c(C)nn2-c1cccc(Cl)c1C
    ., ., 11%, 1%, 0%, 4%, 0%[9.22 µM], ., .
- CCOC(=O)C1(C)CCN1C(=O)c1cccs1 (configuration not stated)
    28%, ., 5%, 0%, -17%, 9%, 18%, 5%, 7%
- C/C(=N\Nc1cccc(C(=O)O)c1)c1ccc2c(c1)Nc1ccccc1S2
    -1%, 8.2µM*, -15%, 2%, 11%, -23%, ?, 9%, -1%
- COc1ccc(/C=N/NC(=O)Cn2cc(C(F)(F)F)ccc2=O)cc1
    -9%, -6%, 2%[0.307 µM], 15%, -4%[0.307 µM], -13%, -2%, 5%, 3%
- O=[N+]([O-])c1cccc(-c2nc(-c3ccccc3)c(-c3cccs3)[nH]2)c1
    -29%, -2%, 7%, -1%, -10%, 20%, 7%, -26%, -4%
- CC(=O)Nc1ccc(S(=O)(=O)Nc2ccc(=O)n(Cc3ccc(Cl)c(Cl)c3)c2)cc1
    4%, 10%, 0%, 1%, 8%, -7%, 5%, -2%, 0%
- COc1cc(OC)cc(C(=O)Nc2ccc(CN3CCCCC3)cc2)c1
    3%, -2%, 14%, -9%, ?, -4%, 4%, 4%, 1%
- Cc1cccc(OCC(=O)NCc2nc(-c3ccccc3)no2)c1
    1%, -5%, 4%, -6%, ?, -25%, ?, -1%, -3%
- CC(=O)C(Cc1ccccc1)NC(=O)COc1ccc2c(c1)OCO2 (configuration not stated)
    -9%, -7%, -1%, -3%, -14%, -14%, 14%, 11%, -7%
- C=CCSc1nc2ccccc2c(=O)[nH]1
    0%, -6%, -2%, 11%, 76%[activator], 13%, 0%, 18%, -4%
- Cc1c(C(=O)Nc2ccc(F)cc2)sc2ncn(CC(=O)N3CCCCC3)c(=O)c12
    1%, -2%, 2%, 2%, -18%, 4%, 12%, 16%, 3%
- Cc1cc(/C(N)=N/OC(=O)c2ccc(Cl)cc2)no1
    0%, -1%, 6%, ?, 9%, ?, -16%[1.82 µM], 6%, 20%
- O=C(c1ccccc1-n1cccc1)N1N=C(C(F)F)CC1(O)C(F)F (configuration not stated)
    2%, ?, -15%, -10%, -15%, 16%, -4%, 2%, 7%
- O=[N+]([O-])c1ccc(CS(=O)Cc2ccccc2)cc1 (configuration not stated)
    12%, -2%, -6%, 2%, 9%, ?, 18%, 1%, 6%
- Cc1ccc(NC(=O)CC[C@H]2O[C@@H](n3cnc4c(NC(=O)c5ccccc5)ncnc43)[C@H](O)[C@@H]2O)cc1C
    0%, ., 4%, 0%, 17%, 0%, 20%, 2%, ?
- CCCc1nc(NCCCOCC)c2nnn(Cc3ccccc3)c2n1
    14%, -7%, 0%, 3%, -24%, -20%, 33%, -7%, 18%
- Cc1cc2cccc(C)c2nc1SCC(=O)NCC1CCCO1 (configuration not stated)
    -18%, -79%[inhibitor], -21%, 4%, -30%, -5%, 11%, 0%, 12%
- Cc1c(NC(=O)COC(=O)c2ccc(O)cc2)c(=O)n(-c2ccccc2)n1C
    -1%, -3%, 4%, 0%, 6%, 3%, -11%, 0%, -2%
- CCCCc1ccc(S(=O)(=O)Nc2nnc(C)s2)cc1
    -1%, -3%, -13%, -8%, 10%, 1%, ?, -3%, -3%
- O=c1c(Cc2ccc(F)cc2)c(O)ccn1CCc1ccccn1
    12%, -30%[inhibitor], -8%, -1%, -6%, 19%, 18%, 1%, 1%

# Additional structures follow:
# Each structure is followed by: HT1080 IDH1KD tx, SW480 rerep, GLP1R cytotox, KB-3-1 tox, GLP-1R inv ag, KB-V1 cytotox, TDP-43 yeast inh, GLP-1R agonist, HT1080NT lethal
- COc1cccc(CNC(=O)C2CCN(C(=O)N3CC(C)Oc4ccccc43)CC2)c1 (configuration not stated)
    7%, -3%, -16%, 4%, 9%, 0%, 0%, 16%, 0%
- CCCCN1C(=O)C(CC(=O)NC2CCCCC2)CC(C(=O)N2CCOCC2)=C1C (configuration not stated)
    17%, ., 2%, 0%, 17%, 14%, 13%, 1%, 23%
- O=[N+]([O-])c1ccc(O)c(/C=N/NC2=NS(=O)(=O)c3ccccc32)c1
    18%, ?, -12%, -2%, -2%, 0%, -12%, 0%, -7%
- O=C(Cn1c(=S)[nH]c2ccccc2c1=O)NCCc1ccccc1
    19%, -12%, -1%, -2%, 11%, -7%, -11%, 1%, 17%
- Cc1ccc(C)c(CNC(=O)C2CCN(c3nc4ccccc4nc3C(F)(F)F)CC2)c1
    ., ., 0%, 0%, 3%, 27%, 7%, ., .
- COC(=O)c1ccccc1NC(=O)CSc1n[nH]c(C)n1
    10%, -3%, 5%&-5%, 4%&-3%, 9%&6%, ?, 12%&3%, 3%, 16%
- CCN1C(=NCCN2CCOCC2)N[C@@H](c2ccccc2)C(C(=O)OC)=C1C
    1%, -5%, -30%, 2%, 13%, 5%, -20%, 0%, 1%

# Profiles, looked up by structure. Order of values: HT1080 IDH1KD tx | SW480 rerep | GLP1R cytotox | KB-3-1 tox | GLP-1R inv ag | KB-V1 cytotox | TDP-43 yeast inh | GLP-1R agonist | HT1080NT lethal
# O=[N+]([O-])c1ccc(O)c(/C=N/NC2=NS(=O)(=O)c3ccccc32)c1 is listed with 18% | ? | -12% | -2% | -2% | 0% | -12% | 0% | -7%
# COc1cccc(CNC(=O)C2CCN(C(=O)N3CC(C)Oc4ccccc43)CC2)c1 (configuration not stated) is listed with 7% | -3% | -16% | 4% | 9% | 0% | 0% | 16% | 0%

# Compounds were not picked by outcome; about 9.4% have a hit in one of these screens.
